Source: PubChem
DAX1 inh-1: DAX1 (NR0B1) inhibitors, primary screen, cell-based, HEK293, Gal4-DAX1, luciferase luminescence | inhibition, % at 6.75 µM | HEK293 Gal4-DAX1 luciferase reporter | hit rate 0.99% among 340,000 | AID 504766, 2011;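 active = inhibition above the mean over all tested compounds plus 3 SD, cut at about 4.2% in these data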;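 note: 0% = DAX1-transfected cells with DMSO and 100% = empty-vector control cells with DMSO; inhibition shows as a rise in luminescence from relieved DAX1 repression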
Target sequence (P51843 207-470 limits assumed): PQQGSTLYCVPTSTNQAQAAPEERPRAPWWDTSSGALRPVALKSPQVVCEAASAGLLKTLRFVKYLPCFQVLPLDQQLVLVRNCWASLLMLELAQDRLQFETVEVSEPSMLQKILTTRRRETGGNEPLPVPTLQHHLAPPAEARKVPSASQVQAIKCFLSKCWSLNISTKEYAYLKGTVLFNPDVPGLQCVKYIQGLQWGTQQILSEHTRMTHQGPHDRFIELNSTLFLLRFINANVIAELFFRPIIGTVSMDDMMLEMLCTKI
FXN GAA850 act: FXN promoter activators, primary screen, cell-based, luciferase luminescence, HEK293 lucGAA850 | HEK293 lucGAA850 FXN promoter luciferase reporter, 24 h; percent of 10 µM SAHA response | activation, % at 6 µM | AID 540364, 2011 | hit rate 0.56% among 360,000;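 active = activation above the average of all compounds screened plus 3 SD, cutoff fixed separately per campaign, cut at about 7.5% in these data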;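 note: 0% = DMSO wells and 100% = 10 µM SAHA wells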
GC-A act: GC-A stimulated cGMP production enhancers – HEK293 GC-A cells, cGMP TR-FRET, EC30 ANP, primary screen. hit rate 0.14% among 370,000. Atrial natriuretic peptide receptor 1 (Homo sapiens), P16066. activation, % at 10 µM. 0% at EC30 ANP, 100% saturating ANP; in the data active = activation above about 40%
HGIII-sPLA2 inh: human group III sPLA2 inhibitors, primary screen, biochemical, QFRET, BODIPY PC-A2 liposome substrate | hit rate 0.56% among 370,000 | inhibition, % at 12.2 µM | QFRET BODIPY PC-A2 liposome hydrolysis, fluorescence | Group 3 secretory phospholipase A2 (Homo sapiens), Q9NZ20;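 active = inhibition above mean plus 3 SD of compounds lying within the high and low control bounds, cut at about 19% in these data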;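 note: 0% = median of test compound wells and 100% = no enzyme DMSO wells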
Target sequence (Q9NZ20 whole entry, looked up): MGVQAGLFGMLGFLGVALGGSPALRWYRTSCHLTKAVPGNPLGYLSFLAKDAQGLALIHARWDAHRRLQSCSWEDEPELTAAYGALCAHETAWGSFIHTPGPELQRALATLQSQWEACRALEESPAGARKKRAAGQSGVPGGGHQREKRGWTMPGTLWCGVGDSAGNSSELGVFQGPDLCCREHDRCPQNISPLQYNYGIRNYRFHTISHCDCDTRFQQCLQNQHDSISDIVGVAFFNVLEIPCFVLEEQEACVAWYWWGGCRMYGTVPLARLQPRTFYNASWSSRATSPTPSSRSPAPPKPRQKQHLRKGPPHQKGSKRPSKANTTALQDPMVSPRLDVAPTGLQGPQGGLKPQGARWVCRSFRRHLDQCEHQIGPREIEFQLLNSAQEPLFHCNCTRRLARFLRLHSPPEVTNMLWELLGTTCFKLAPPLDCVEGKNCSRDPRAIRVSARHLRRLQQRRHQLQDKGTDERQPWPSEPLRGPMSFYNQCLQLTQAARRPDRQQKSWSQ
hcDAF12 agonist: H. contortus DAF-12 nuclear receptor activators, primary screen, cell-based, luminescence, HEK293, lit1-tk-luc reporter. activation, % at 6.8 µM. hit rate 1.4% among 370,000. AID 652067, 2013. HEK293 hcDAF-12 lit1-tk-luc reporter; 0% DMSO, 100% Δ7-dafachronic acid;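 active = activation above the mean of all tested compounds plus 3 SD, cut at about 5.5% in these data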;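 note: 100% = response to 3 µM Δ7-dafachronic acid high control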
NPR2 activator: human GC-B receptor activators, primary screen, HEK293 GC-B cells, cGMP TR-FRET, EC30 CNP | Atrial natriuretic peptide receptor 2 (Homo sapiens), P20594 | 0% at EC30 CNP, 100% saturating CNP | activation, % at 10 µM | hit rate 0.11% among 370,000 | AID 1920062, 2024;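 active = activation at 10 µM reaching about 35% in either raw or pattern-adjusted values, limit read from the data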
DAX1 inh-2: DAX1 (NR0B1) inhibitors on StAR promoter, primary screen, cell-based, luminescence, SF-1 (NR5A1), full-length DAX-1. HEK293T StAR-luciferase reporter, SF-1/DAX-1 repression relief. AID 652010, 2013. hit rate 1.1% among 370,000. inhibition, % at 6.8 µM;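 active = inhibition above the mean over all tested compounds plus 3 SD, cut at about 3.6% in these data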;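 note: 0% = DAX-1 cells with DMSO and 100% = cells lacking DAX-1 with DMSO; higher inhibition means more luminescence from relief of DAX-1 repression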
hgDAF12 agonist: H. glycines DAF-12 receptor agonists, primary screen, cell-based, luminescence, HEK293, GAL4 fusion, UAS-luciferase | AID 687014, 2013 | activation, % at 6.8 µM | HEK293 GAL4-hgDAF12 UAS-luciferase reporter, agonist luminescence; normalized to butyrate control | Nuclear hormone receptor DAF-12 (Heterodera glycines), GAL4 fusion | hit rate 1.8% among 370,000;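 active = activation above a cutoff set at the mean of all screened compounds plus 3 SD, cut at about 10% in these data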;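 note: 0% = DMSO wells and 100% = sodium butyrate wells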
SMARCA2 activ: SMARCA2 (BRM) function activators, primary screen, cell-based, luminescence, high throughput; MG213 cells, MMTV-luciferase reporter, dexamethasone, overnight; hit rate 1% among 370,000; AID 652017, 2013; activation, % at 9.1 µM; in the data active = activation above about 7.8%;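 note: 0% = vehicle wells and 100% = reference activator wells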
KLK7 zymogen act: proKLK7 zymogen activators, primary screen, biochemical, fluorescence intensity | Kallikrein-7 (Homo sapiens), P49862 | purified proKLK7, EDANS-DABCYL substrate fluorescence; 100% is mature enzyme control, 0% vehicle | activation, % at 7 µM | hit rate 0.9% among 370,000 | AID 652039, 2013;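 active = activation above the mean of all tested compounds plus 3 SD, computed per campaign excluding outliers beyond control limits, cut at about 13% in these data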
Target sequence (P49862 whole entry, looked up): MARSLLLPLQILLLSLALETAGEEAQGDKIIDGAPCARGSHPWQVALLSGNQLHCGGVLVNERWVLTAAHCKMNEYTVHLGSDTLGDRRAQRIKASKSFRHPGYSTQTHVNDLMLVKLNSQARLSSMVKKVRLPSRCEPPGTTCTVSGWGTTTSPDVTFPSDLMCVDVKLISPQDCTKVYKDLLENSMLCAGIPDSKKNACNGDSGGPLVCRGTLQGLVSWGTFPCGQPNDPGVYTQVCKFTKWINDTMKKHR
ssDAF12 agonist: S. stercoralis DAF-12 nuclear receptor activators, primary screen, cell-based, luminescence, HEK293, GRIP1 co-expression, lit1-tk-luc. AID 652126, 2013. activation, % at 6.8 µM. Nuclear hormone receptor DAF-12 (Strongyloides stercoralis). HEK293 ssDAF-12/GRIP1 lit1-tk-luc reporter; % of 3 µM dafachronic acid response. hit rate 1% among 370,000;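 active = activation above the mean over all tested compounds plus 3 SD, cut at about 0.9% in these data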;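 note: 0% = DMSO-only wells and 100% = 3 µM delta7-dafachronic acid wells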
Active calls of the source: *; · = no result given.

SMILES	DAX1 inh-1	FXN GAA850 act	GC-A act	HGIII-sPLA2 inh	hcDAF12 agonist	NPR2 activator	DAX1 inh-2	hgDAF12 agonist	SMARCA2 activ	KLK7 zymogen act	ssDAF12 agonist
O=C(COC(=O)c1cc(S(=O)(=O)N2CCCCC2)ccc1N1CCOCC1)NC1CCCCC1	-0.3	1.1	-5	8	-0.3	2	0.5	-3.3	1	0.0	-0.9
CCCCCCN1CCN(C2CN(Cc3ccc(C)cc3)S(=O)(=O)C2)CC1 (stereo not given)	·	·	-2	0	-2.4	2	0.6	3.4	-4	0.6	-0.6
CC(=O)c1ccc(OCC(=O)OCc2cc(-c3ccco3)on2)cc1	3.0	-0.6	2	8	1.0	-4	2.5	3.2	-1	0.1	-0.6
O=C1COC(c2ccccc2)=CN1Cc1ccccc1	-1.0	1.5	-1	-27	-1.2	1	-0.3	0.6	3	0.6	-1.3
CCOC(=O)c1[nH]nc(N)c1NC(=O)c1ccc(Cl)cc1Cl	-0.1	-0.7	5	1	-0.6	-6	-0.1	-3.8	2	0.4	-0.8
Cc1[nH]c2ccc(C(=O)NCC(C)(C)N3CCOCC3)cc2c1C	-0.7	-0.6	2	0	-1.1	2	-0.4	2.1	-4	-0.2	-1.0
COc1cc2oc(=O)c3c(c2cc1OCC(=O)c1c(C)n(C)c2ccccc12)CCCC3	0.5	2.0	4	0	-0.8	-9	0.2	-1.3	-1	-13	-0.1
CCOC(=O)Cc1csc(NC(=O)COc2ccc3c(c2)CCC3)n1	0.5	0.2	3	0	0.3	3	0.2	1.4	-1	-0.1	-0.6
COc1ccc(NC2CCCN(C(=O)CCN3CCCC3=O)C2)cc1 (stereo not given)	1.1	1.9	-1	4	0.0	4	-1.1	-1.1	-2	0.3	-0.8
COc1ccc(CCNC(=O)CN2C(=O)COc3ccc(S(=O)(=O)N4CCOCC4)cc32)c(OC)c1	-0.4	-1.6	2	-1	0.8	3	-0.6	-0.5	-2	-0.5	-1.1
Cn1cccc1/C=C1\CC(C(C)(C)C)C/C(=C\c2cccn2C)C1=O (stereo not given)	-1.6	5.4	1	5	-0.9	0	0.1	5.1	2	-0.8	-0.8
COc1ccc(-c2nc(SCc3ccccc3)n(C(=O)c3ccco3)n2)cc1	0.7	5.5	6	0	-0.6	-3	-0.1	3.0	-2	-0.2	-0.8
Cc1csc(CN(C)C(=O)C2CCC(=O)N(Cc3ccc(Cl)cc3)C2)n1 (stereo not given)	1.5	0.0	6	-2	2.6	2	2.2	0.0	-4	0.0	-0.8
COCc1ccc(CN2CCC(Oc3ccc(C(=O)NCc4ccccn4)cc3)CC2)o1	0.8	0.3	1	5	-2.8	2	-2.0	2.2	-4	1.0	-1.1
CC(C)CSc1n[nH]c(N)n1	0.4	0.9	5	0	-4.5	1	-0.6	1.6	1	0.3	-1.5
Cc1ccc(S(=O)(=O)N2CCCCC2)cc1NC(=O)CCN1C(=O)C2CC=CCC2C1=O (stereo not given)	0.0	1.5	3	2	0.6	6	0.1	-2.0	1	-0.1	-1.0
CCOC(=O)c1c(C)[nH]c(C(=O)OCC(=O)NCc2ccc(C)cc2)c1C	0.7	2.8	-6	9	-0.2	0	1.3	1.0	-3	-0.3	-1.2
O=C(CCNS(=O)(=O)c1ccccc1F)N1CCN(S(=O)(=O)c2cccc(F)c2)CC1	0.7	-0.2	4	-6	-0.6	0	-0.7	0.1	-1	0.3	-0.6
CC(NS(=O)(=O)c1ccc(Cl)c(Cl)c1)C(=O)OCC(=O)Nc1ccc2c(c1)OCO2 (stereo not given)	-0.4	0.9	-6	-27	0.4	4	-0.3	5.5	2	-0.2	-1.3
C#CCCOC(=O)Nc1ccccc1	-0.3	1.7	2	8	-2.1	4	0.2	4.3	1	0.4	-1.2
CCOc1cc(N2CCOCC2)c(OCC)cc1NC(=O)CSc1ncccc1C(=O)O	-0.2	-1.4	0	0	-2.2	2	-1.2	-2.3	-1	0.1	-1.2
COc1ccccc1C(=O)N1CCN(Cc2cccnc2)CC1	2.9	-0.6	5	2	0.9	2	-0.4	-0.3	-3	0.1	-1.2
COc1ccc(CN2CCN(Cc3ccccc3F)CC2)c(OC)c1	1.6	-1.1	1	16	-0.3	0	0.2	-2.5	-4	-0.1	-1.3
O=C(O)CN1C(=O)C2C3CC(C2C1=O)C1C(c2ccc(Cl)cc2)c2sc(=O)[nH]c2SC31 (stereo not given)	-0.6	2.7	2	2	-1.1	1	-0.3	-0.5	-2	3.6	-0.3
CCn1c(SCC(=O)N/N=C/C=C\c2ccccc2[N+](=O)[O-])nnc1-c1ccccc1	0.8	-3.9	-12	-4	2.4	-8	-0.7	-2.2	-5	0.1	-0.6
Cc1cc(Br)ccc1OCCCCN1CCCCC1	0.6	2.0	2	-1	-1.6	-5	0.0	1.5	0	0.1	-1.9
Cc1nnc(SCC(=O)NC2CC2)n1-c1ccccc1	0.0	0.2	2	14	-1.2	0	0.0	1.8	2	0.1	-1.4
CCOC(=O)c1c(-c2ccc(C)cc2)csc1/N=C(\C)C1=C(O)c2ccccc2C1=O	-1.0	0.6	5	-2	-1.4	1	0.4	1.8	-2	0.5	-1.3
CCOC(=O)c1c(-c2cccs2)csc1NC(=O)CN1CC(C)OC(C)C1 (stereo not given)	-1.7	1.3	10	-3	-3.1	-4	-0.7	1.2	-1	-0.9	-1.2
CC(C)CNC(=O)NC(=O)COc1ccc(C=O)cc1	0.9	-0.6	1	-5	-0.5	-2	-0.6	3.9	-2	0.2	-1.6
COc1ccc(N2CCN(C(=O)c3ccc(CS(=O)Cc4ccc(C)cc4)o3)CC2)cc1 (stereo not given)	0.5	-2.0	1	2	-1.6	0	-2.2	-2.4	-3	0.6	-1.3
Nc1ncnc(NCc2ccccc2)c1[N+](=O)[O-]	0.9	0.6	5	6	-0.3	0	-0.7	7.0	-1	0.4	-1.6
COc1ccc(CNc2ccc(N3CCOCC3)cc2)cc1	-0.3	2.2	-7	6	-2.8	0	-0.9	0.7	-2	-3.8	-1.0
C[C@H](CO)N1C[C@H](C)[C@H](CN(C)C(=O)Nc2ccc(F)cc2)Oc2c(NC(=O)c3ccc(-c4nccs4)cc3)cccc2C1=O	-1.3	-3.2	0	-53	-2.2	4	-0.4	0.2	1	0.3	-0.8
CC(=O)Nc1ccc(N2CCCC(C)C2)c([N+](=O)[O-])c1 (stereo not given)	2.1	1.4	-7	10	-0.7	2	-0.2	4.0	5	0.4	-0.3
Cn1cc(-c2coc3c(C(=O)Nc4ccccc4)cccc23)cn1	·	-0.4	0	10	0.3	-5	0.0	5.1	-2	-0.7	-0.7
O=C(CCS(=O)(=O)c1ccccc1)Nc1nncs1	2.0	-1.4	-2	8	-1.9	-2	0.3	-0.4	1	-0.1	-0.3
O=S(=O)(c1ccc(-c2ccon2)s1)N1CCN(c2ccccn2)CC1	-0.7	1.6	-2	-7	-0.3	2	-0.1	-2.3	1	-0.2	-2.1
CC(C)(C)OC(=O)C1=C(CO)CS[C@@H]2[C@H](NC(=O)Cc3ccccc3)C(=O)N12	-1.1	0.3	1	0	-0.3	3	-0.5	-3.3	-1	-0.7	-0.8
CC(C)C(OC(=O)CCCC(=O)Nc1nccs1)C(=O)NC1CCCCC1 (stereo not given)	2.2	0.2	-2	-2	-1.1	3	-0.6	2.7	3	0.3	-1.0
COc1cc(OC)cc(-c2nc3nc(C)c(CCC(=O)O)c(C)n3n2)c1	-0.4	-0.5	3	1	-0.8	-6	0.2	-1.7	-3	-0.5	-1.3
O=C(Nc1ccsc1C(=O)N1CCCCCC1)c1ccccc1	-0.1	1.2	3	2	-1.5	5	0.4	-1.3	0	0.3	-1.2
C/C(=N\NC(=O)c1nnn(-c2nonc2N)c1-c1cccs1)c1ccc(C)cc1	1.2	-1.6	-1	-6	-1.0	-1	0.3	-2.8	-3	0.6	-0.6
O=C(NC1CC1)c1sc2ccccc2c1Cl	-0.6	1.9	-3	11	-1.8	3	0.5	2.3	3	-0.3	-0.9
CN1CCN(S(=O)(=O)Cc2ccccc2Cl)CC1	0.2	2.8	5	1	0.9	-2	-1.5	0.0	-2	-0.5	-1.2
CCOc1ccccc1NC(=O)CCS(=O)(=O)c1ccc(Br)cc1	-1.2	0.4	-2	-9	-0.1	3	-0.3	-2.8	2	-0.1	-1.8
CC(=O)N1CCN(C(=O)CCC(=O)O)CC1	0.5	1.8	2	4	-1.8	3	0.7	-1.9	1	-0.4	-1.9
CCN(c1ccccc1)S(=O)(=O)c1ccc(NN)nc1	0.8	0.8	1	-11	-0.5	7	0.7	2.0	-3	0.3	-0.8
COc1cc(C(=O)Nc2ccc(O)cc2C(=O)O)ccc1OC(C)=O	-0.7	-1.6	2	-2	-0.4	-2	-0.1	-0.1	-1	-0.3	-2.0
Cc1ccc(C(=O)NCCN2C(=O)C3C4C=CC(C4)C3C2=O)cc1 (stereo not given)	·	·	0	-1	-2.6	-7	0.3	3.0	6	0.8	-1.0
C=CCNC(=O)c1ccccc1NC(=O)c1ccc(Cl)c(S(=O)(=O)Nc2cccc(C)c2C)c1	-1.8	0.2	4	-87	-2.0	1	-0.3	-3.9	-2	0.9	-2.0
CCCCN(C)CCCNC(=O)CS(=O)Cc1nc(-c2ccc(OC)c(OC)c2)oc1C (stereo not given)	-0.6	0.0	-1	-1	-0.8	0	1.0	1.5	2	0.2	-2.0
COc1ccccc1NC(=O)Nc1ccc(Cc2ccncc2)cc1	-0.1	1.6	0	-21	-1.0	-4	-0.6	-1.0	1	0.5	-1.2
Cc1ccc(C)c(N2CCN(C(=O)CNS(=O)(=O)c3cccs3)CC2)c1	-1.0	1.9	-3	-10	0.0	-2	-0.2	0.0	5	0.6	-1.2
O=c1c2ccccc2ncn1Cc1ccc2c(c1)OCO2	3.0	2.0	4	10	-2.6	6	-0.4	-3.0	1	-0.2	-0.9

Compounds as they come. About 6.7% of those tested had a hit in this group.
